# NRP1-CendR mod – NRP-1/CendR interaction modulation; O14786; FAM-RPARPAR peptide binding to NRP-1, fluorescence polarization; inhibition, % at 25 µM; hit rate 0.85% among 360,000; AID 602438;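 active = inhibition or corrected inhibition above about 18%, plus a signal ratio from 0.5 to 1.5, limit read from the data, passing the limit was not always enough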; note: strong numbers were not always called active
# MT1-MMP act inh – inhibitors of human MT1-MMP activation | HT1080 RFP-PRO-GFP cells, GFP/RFP ratio fluorescence, overnight; percent of plate control window, DMSO zero | GFP/RFP ratio change, % at 20 µM | hit rate 0.061% among 360,000 | AID 651647;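 active = GFP/RFP ratio change of at least 30% with cell ATP level not reduced by more than half and red fluorescence within 50% of control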; note: strong numbers were not always called active
#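 Material – HT1080 RFP-PRO-GFP cells · Control set – DMSO wells and RFP-L50D-GFP cells · Incubation – overnight cell settling, then overnight compound exposure, 37 °C, 5% CO2 · Compound dosing – single-point 20 µM compound, 1% DMSO · Read-out – GFP/RFP fluorescence ratio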
# Neddylation inh – cullin neddylation inhibition. TR-FRET cullin neddylation, biochemical. hit rate 0.58% among 360,000. calls only at 25 µM; in the data active = inhibition above about 36%
# Rin1 Abl inh – blocks binding of human Rin1 to Abl; P00519+Q13671; TR-FRET Rin1/Abl binding, biochemical; inhibition, % at 7.35 µM; hit rate 0.4% among 360,000; AID 588664; in the data active = inhibition above about 5%, passing the limit was not always enough
# bovine MsrA act – bovine methionine sulfoxide reductase A activation | activation, % at 10.6 µM | hit rate 0.3% among 360,000 | purified bovine MsrA, absorbance read-out | AID 602163; in the data active = activation above about 7.5%;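 note: 0% = vehicle and 100% = reference activator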
# E coli Lon inh – inhibits E. coli Lon protease; P0A9M0; purified E. coli Lon protease, fluorescence polarization; inhibition, % at 7.94 µM; hit rate 0.42% among 360,000; AID 602123; in the data active = inhibition above about 13%, passing the limit was not always enough;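 note: 0% = enzyme with probe and DMSO and 100% = no enzyme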
# MLLE-PAM2 inh – inhibitors of microRNA-mediated deadenylation, human PABP1 MLLE binding. inhibition, % at 20 µM. AID 588489. GST-MLLE / FITC-PAM2 fluorescence polarization. hit rate 0.36% among 360,000; in the data active = inhibition above about 35%, passing the limit was not always enough;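 note: plate controls were DMSO wells with GST-MLLE for no effect and wells lacking GST-MLLE protein for full effect; some results filed as inactive read as strong as hits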
# Target sequence (P11940 whole entry, looked up): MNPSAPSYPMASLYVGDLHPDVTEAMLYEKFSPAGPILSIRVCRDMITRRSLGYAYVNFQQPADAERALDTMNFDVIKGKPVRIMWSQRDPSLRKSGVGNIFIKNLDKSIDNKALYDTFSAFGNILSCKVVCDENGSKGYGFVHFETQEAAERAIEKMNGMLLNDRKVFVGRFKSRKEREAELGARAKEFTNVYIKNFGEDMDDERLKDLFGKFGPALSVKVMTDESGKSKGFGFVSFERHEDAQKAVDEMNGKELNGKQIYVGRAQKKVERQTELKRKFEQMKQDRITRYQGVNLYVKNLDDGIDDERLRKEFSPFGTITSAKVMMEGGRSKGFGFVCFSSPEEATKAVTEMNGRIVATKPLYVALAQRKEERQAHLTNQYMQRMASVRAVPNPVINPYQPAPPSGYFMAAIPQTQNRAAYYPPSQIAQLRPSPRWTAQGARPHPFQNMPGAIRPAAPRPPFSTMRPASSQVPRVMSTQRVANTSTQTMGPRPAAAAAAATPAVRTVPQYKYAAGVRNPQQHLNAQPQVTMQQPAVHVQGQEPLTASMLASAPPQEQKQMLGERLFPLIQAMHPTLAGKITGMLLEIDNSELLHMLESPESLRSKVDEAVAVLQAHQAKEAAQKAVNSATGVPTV
# FAS TE block – blocks the thioesterase domain of human fatty acid synthase | P49327 | recombinant FAS-TE, OMFH fluorogenic substrate, fluorescence endpoint | inhibition, % at 15 µM | hit rate 0.67% among 360,000;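 active = compounds whose normalised, plate-corrected inhibition of enzyme fluorescence in the single-dose primary screen is 50% or more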;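 note: 0% = DMSO with enzyme and 100% = substrate without enzyme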
# SKN-1 block – inhibitors of C. elegans SKN-1 | hit rate 0.49% among 360,000 | inhibition, % at 21.8 µM | AID 624304 | C. elegans VP596 Pgst-4::GFP/RFP ratio, acrylamide-induced, 24 h;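 active = interference check ratio from 0.5 to 1.5 plus GFP to RFP signal ratio inhibition reaching or exceeding a fixed threshold, cut at about 30% in these data, passing the limit was not always enough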; note: some compounds called inactive have numbers as strong as hits
# The depositor's hits bear a star; i = inactive; / = not tested or not shown; + = active, no number.
SMILES,NRP1-CendR mod,MT1-MMP act inh,Neddylation inh,Rin1 Abl inh,bovine MsrA act,E coli Lon inh,MLLE-PAM2 inh,FAS TE block,SKN-1 block
N#Cc1ccc(C2=CC(=O)C[C@H](c3ccc4c(c3)OCO4)C2)cc1,4,-1,i,2,-4,-14,0,28,-6
CCNC(=S)NNC(=O)c1ccccc1OC(F)F,2,-1,i,-1,-3,-4,-2,-6,4
COC(=O)c1ccc(=O)n(Cc2ccco2)c1,-12,2,i,1,-2,1,8,-4,38*
COc1ccc(OC)c2c1sc(=NC(=O)c1ccco1)n2C,-2,5,i,-3,-2,-13,9,12,5
O=[N+]([O-])c1cc(Br)c(O)c(/C=N/Nc2nnnn2-c2cccc3ccccc23)c1,-22,0,i,-5,-4,-6,-16,5,1
COc1cc(OC)c(OC)cc1CCC(C)NC(=O)Cc1ccccc1 (configuration not stated),9,4,i,4,-7,4,10,1,-10
CCCC(=O)N1CCC1(C)C(=O)NCc1ccccc1SC (configuration not stated),9,6,i,-3,-1,-8,14,-4,-1
O=C(COC(=O)c1cccc(S(=O)(=O)NCc2ccccc2)c1)c1ccc2c(c1)OCCO2,4,5,i,-5,-4,8,-1,33,-11
COCCNC(=O)C(c1cccs1)N(CCc1ccccc1)C(=O)Cn1nnc2ccccc21 (configuration not stated),-2,-1,i,-2,-12,-5,4,-13,-18
CC(=O)c1ccc(S(=O)(=O)Nc2cccc(-n3cnnn3)c2)cc1,-7,3,i,1,2,-14,0,-1,16
COc1cc(CCC(=O)OCC(=O)NC2CCCC(C)C2C)cc(OC)c1OC (configuration not stated),3,1,i,1,-3,5,-4,-1,-4
NNC(=O)c1ccc(CSc2cccc3cccnc23)cc1,2,5,+,0,-9,-5,3,0,3
O=c1oc2ccccc2n1CCCOc1ccccc1,4,3,i,-1,-2,-5,9,1,7
COc1ccc(-c2nnn(CC(=O)N(CCO)C(C(=O)NC3CCCC3)c3ccncc3)n2)cc1 (configuration not stated),2,4,i,4,-12,4,12,-2,-4
CCc1cccc(CC)c1NC(=O)COC(=O)CCc1cc(OC)c(OC)c(OC)c1,-2,0,i,-2,-11,8,13,-2,9
CCOC(=O)C1CCCN(C(=O)c2ccc(-c3ccc([N+](=O)[O-])cc3)o2)C1 (configuration not stated),-5,-2,i,-4,-2,-5,41*,22,15
C[C@H](/C=C/[C@@]1(O)[C@H](C)C[C@H](O)CC1(C)C)O[C@@H]1O[C@H](CO)[C@@H](O)[C@H](O)[C@H]1O,-7,3,i,2,-5,-6,-4,-2,-2
O=C(Cc1ccccc1F)Nc1nc(-c2ccc(F)cc2)cs1,-5,-2,i,3,-2,4,-11,32,8
C=C(C)Cn1c2ccc(NC(=O)NCCc3ccccc3)cc2c(=O)n1C,3,2,/,-4,2,0,-4,-4,19
CCCCCCC[N+](CC)(CC)CCCCc1ccc(Cl)cc1,-4,-3,i,3,0,-10,9,16,9
COc1cccc(/C=N/NC(=O)CC(=O)NCCc2ccccc2)c1OC,3,2,/,-1,1,4,-13,-8,19
COCCN(CC(=O)NCc1ccc(OC)cc1)C(=O)CCC(=O)Nc1nccs1,1,-2,i,0,-10,2,-6,-9,1
CCCNC(=O)c1ccc2c(c1)ncn2-c1cc(C)cc(C)c1,8,1,i,0,-3,1,17,-2,0
CCNC(=S)NNC(=O)c1cc(-c2cc(C)ccc2C)nc2ccccc12,-2,8,i,-1,-1,0,21,-1,-5
CC(C)(C)NS(=O)(=O)c1ccc2c(c1)oc(=O)c1cc(S(=O)(=O)NC(C)(C)C)ccc12,4,3,i,-2,-3,-11,-18,3,-17
COc1ccc(C(=Cc2cc(OC)c(OC)cc2[N+](=O)[O-])C(=O)O)cc1,6,3,i,1,-3,-4,16,-13,7
O=C(CSc1nnnn1C1CCCCC1)N1CCN(C(=O)c2ccco2)CC1,1,-2,i,1,-3,-1,6,-4,5
CC(C)CCNc1nc(N)c([N+](=O)[O-])c(NCCO)n1,0,5,i,-1,-11,-5,5,4,-5
C=CCN1C(c2cccc(C(F)(F)F)c2)=CS/C1=C(\C#N)c1nnc(N2CCOCC2)n1-c1ccccc1,-5,-2,i,-3,-1,-9,-7,5,13
Cc1cc(C(=O)N2CCCC(N3CCN(c4cccc(Cl)c4)CC3)C2)n(C)n1 (configuration not stated),1,0,i,1,2,-6,-6,-6,-4
COc1ccc(OC)c(NC(=O)CSc2nc3ccccc3cc2Cc2ccccc2)c1,11,-12,i,-1,0,4,3,36,7
O=C(NN=C1CCCCCCC1)C(=O)NC1CCCCC1,12,2,i,-2,-3,1,12,-4,-9
O=C(Nc1ccc2c(c1)OCCO2)c1cccc(S(=O)(=O)N2CCCCC2)c1,4,1,i,1,-3,0,8,12,-13
COc1ccc2[nH]cc(CCNC(=O)c3ccc([N+](=O)[O-])cc3)c2c1,3,6,i,3,-14,-2,19,24,-2
Cc1ccc(S(=O)(=O)/N=C(\Nc2cccc(C)c2)Nc2nc(C)cc(C)n2)cc1,-1,-1,i,-3,-3,-8,2,20,10
CCc1ccccc1NC(=O)c1ccc(NS(C)(=O)=O)cc1,-12,-1,i,-1,-11,-8,6,-3,1
COC(=O)[C@H](Cc1ccccc1)NC(=O)N1CCCCC1C (some centres not stated),-2,-3,i,1,0,-2,-2,-2,-6
CCN(CC)S(=O)(=O)c1ccc(NS(=O)(=O)c2cccc(C)c2)cc1,2,0,i,3,-5,-4,-9,-4,-2
Cn1c(=O)c2cc(NC(=O)CCc3ccccc3)ccc2n1Cc1cccc(C(F)(F)F)c1,-51,-7,i,-1,7.8*,-3,-14,8,9
CC1(Oc2cnc(Cl)c3ccccc23)CCN(Cc2ccc(OC(F)(F)F)cc2)C1 (configuration not stated),5,-1,/,-4,-2,-7,5,15,9
O=C(COc1cccnc1[N+](=O)[O-])NCCc1ccc(Cl)cc1Cl,-4,-3,i,3,-1,-2,-17,37,-3
CC(C)NC(=O)Cn1nnc(-c2ccccc2)c1COc1ccc2ccccc2c1,20,0,i,3,0,-3,-2,7,20
Fc1ccccc1N1CCN(c2nc3ccccc3n3nnnc23)CC1,-3,-8,i,-1,-4,-39,12,9,9
CC(=O)Nc1cc(-c2ccc(N)cc2)cn2c(-c3cccc(C(F)(F)F)c3)cnc12,-65,-68,i,1,-2,-72,-71,9,10
COc1cccc(C(C(=O)NC2CCCC2)N(Cc2cccnc2)C(=O)Cc2cccs2)c1 (configuration not stated),-3,-1,i,3,-2,-23,7,-6,3
CCOc1ccccc1Nc1ncccc1C(=O)N1CCCC1,-5,6,i,4,-2,1,3,-3,8
CCOC(=O)C1(Cc2ccccc2)CCCN(Cc2ccccn2)C1 (configuration not stated),-1,-5,i,1,-3,-9,-3,-5,4
Cc1ccc(C(=O)OCC(=O)Nc2ccc(S(N)(=O)=O)cc2)c(O)c1,6,5,i,-3,-8,-4,-2,-2,3
Cc1ccccc1C(=O)NC(=S)Nc1ccc(N2CCOCC2)cc1,-1,2,i,-3,-1,-9,20,7,6
Cc1cccc(CN2CCN(c3ccccn3)CC2)c1,14,2,i,-5,-2,8,-1,-2,11
CCOC(=O)C(C#N)(Cc1ccc2ccccc2n1)Cc1ccc2ccccc2n1,0,-1,i,3,0,1,2,19,13
O=C(NC(=S)Nc1ccc2oc(=O)ccc2c1)c1cc2ccccc2o1,-5,1,i,-1,-4,4,14,0,25
Cc1ccc(NC(=O)CCSc2ccccn2)cc1,-7,-2,i,-2,1,1,-2,-6,6
COc1ccc(NC(=O)C23CC4CC(C2)CC(n2cnc(Br)n2)(C4)C3)c(OC)c1,-8,2,i,3,-2,-5,8,2,4
CC(=O)N/N=c1\sc2ccccc2n1C,4,-4,i,3,-1,-2,-1,-3,1
CN(C)c1nc(-c2ccccc2)c2cnn(Cc3ccccc3)c2n1,3,-3,/,2,-3,-2,0,28,15
CCOC(=O)c1csc(NC(=O)CSc2nnnn2-c2ccc(OC)cc2)n1,7,15,i,5,-1,-9,0,2,2
CCN(CC)S(=O)(=O)c1ccc(-c2nnc(SCC(=O)Nc3ccc4c(c3)OCO4)o2)cc1,12,10,i,-1,-5,-5,8,-5,9
O=S(=O)(NCc1cccnc1)c1ccc(Cl)s1,5,/,i,4,-11,0,-10,-9,-16
CCCOc1ccc(C(=O)c2nc3c(n2O)CCCCC3)cc1,-12,-1,i,-4,-7,-12,-7,-14,2

# Another view of 4 compounds above.
# Values in the order: NRP1-CendR mod, MT1-MMP act inh, Neddylation inh, Rin1 Abl inh, bovine MsrA act, E coli Lon inh, MLLE-PAM2 inh, FAS TE block, SKN-1 block
- COc1ccc(OC)c(NC(=O)CSc2nc3ccccc3cc2Cc2ccccc2)c1
  11, -12, i, -1, 0, 4, 3, 36, 7
- O=C(NN=C1CCCCCCC1)C(=O)NC1CCCCC1
  12, 2, i, -2, -3, 1, 12, -4, -9
- O=C(Nc1ccc2c(c1)OCCO2)c1cccc(S(=O)(=O)N2CCCCC2)c1
  4, 1, i, 1, -3, 0, 8, 12, -13
- COc1ccc2[nH]cc(CCNC(=O)c3ccc([N+](=O)[O-])cc3)c2c1
  3, 6, i, 3, -14, -2, 19, 24, -2

# (listing goes on)
SMILES,NRP1-CendR mod,MT1-MMP act inh,Neddylation inh,Rin1 Abl inh,bovine MsrA act,E coli Lon inh,MLLE-PAM2 inh,FAS TE block,SKN-1 block
O=C(NCn1ccc(=O)[nH]c1=S)c1ccccc1,-6,2,i,5,-3,-1,-70,-7,3
CC(=C/c1ccc(C(C)C)cc1)/C=N/NC(=O)c1ccncc1,8,3,/,-4,-8,6,14,3,-1
COc1ccc(CNC(=O)C2(C)Cc3c(-c4cccc(NC(C)=O)c4)ccnc3O2)cc1OC (configuration not stated),-6,0,i,3,-2,-7,-7,-5,3
C=C[C@@H]1c2cccc(C)c2N(S(=O)(=O)c2ccc(C)cc2)[C@H](c2ccccc2)C1(C#N)S(=O)(=O)c1ccccc1 (some centres not stated),-24,4,i,4,-7,-5,-31,9,7
CCOC(=O)N1CCN(C(=O)C[C@@H]2C[C@@]3(C(=O)OCC)CCCC=C3N(CCC3=CCCCC3)C2=O)CC1,-5,1,i,/,/,/,/,/,-6
Cc1cc(Cl)c2oc(C(=O)N(C)CC3CCOCC3)c(C)c2c1,-9,1,i,1,-6,-4,0,-5,-18
CSc1ccc(CN(C)C(=O)CSCC(=O)Nc2cc(C)on2)cc1,3,1,i,1,-5,8,-1,-5,-17
CC1(C)NC(=O)N(CCCCOc2ccc(Br)cc2Cl)C1=O,-11,-3,i,0,-12,0,-14,-5,4
COc1ccc(S(=O)(=O)N(CC(=O)NCc2ccncc2)c2ccc(C)cc2)cc1OC,6,2,i,0,-3,0,-3,-7,-8
O=C(c1cccc(S(=O)(=O)N2CCCC2)c1)c1cccc(S(=O)(=O)N2CCCC2)c1,7,-8,i,2,-7,3,-1,54*,-10
COc1ccc(S(=O)(=O)NCc2ccccn2)cc1NC(=O)c1ccccc1C,4,-2,i,3,-14,3,10,-5,-2
Cc1ccc2nc(N3CCN(C(=O)c4ccco4)CC3)sc2c1,0,0,i,-2,-4,-12,5,-4,-7
Cc1cn(CC(=O)NCC(c2ccccc2)c2ccccc2)c(=O)[nH]c1=O,0,-4,i,-1,0,-6,3,-2,-2
CCOc1ccc(C(=O)Nc2cccc3cccnc23)cc1,6,-4,i,-1,-4,-10,12,4,-1
Cc1ccc(S(=O)(=O)N2CCC(C(=O)O)CC2)cc1C(=O)O,12,-6,i,1,-3,6,5,-8,9
CCN1CCN(c2nc(NCCO)c3ccccc3n2)CC1,-2,1,i,-2,-5,-3,-2,-7,-10
CCOc1ccc(S(=O)(=O)/N=C(/Nc2ccc(S(N)(=O)=O)cc2)c2ccccc2)cc1,7,-4,i,2,3,-5,4,-6,6
COc1ccc2c(c1OC)C(=O)N(c1ccc3c(c1)CCC3)C2=O,4,6,i,-4,-1,8,-1,-1,-2
Cc1ccc(-c2ccc(C#N)c(=O)n2CC(=O)N(C)C)cc1,-3,0,i,-2,-3,-8,0,-7,-3
